MITF primary – blocks human microphthalmia-associated transcription factor. 650,000 tested, 0.91% active. AlphaScreen MITF homodimerization, bead proximity signal. O75030. inhibition, % at 2.6 µM; in the data active = inhibition above about 50%;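 note: 0% = vehicle wells with protein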
FBW7 activator – human FBW7 E3 ligase activation, primary screen; Q969H0; AlphaScreen FBW7–phospho-cyclin E peptide binding, activator screen; normalized activity (activation), % at 26.1 µM; 650,000 tested, 0.13% active; AID 1259310; in the data active = normalized activity above about 1.9%;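 note: purified mutant Fbw7 with reduced substrate affinity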
Target sequence (Q969H0 whole entry, looked up): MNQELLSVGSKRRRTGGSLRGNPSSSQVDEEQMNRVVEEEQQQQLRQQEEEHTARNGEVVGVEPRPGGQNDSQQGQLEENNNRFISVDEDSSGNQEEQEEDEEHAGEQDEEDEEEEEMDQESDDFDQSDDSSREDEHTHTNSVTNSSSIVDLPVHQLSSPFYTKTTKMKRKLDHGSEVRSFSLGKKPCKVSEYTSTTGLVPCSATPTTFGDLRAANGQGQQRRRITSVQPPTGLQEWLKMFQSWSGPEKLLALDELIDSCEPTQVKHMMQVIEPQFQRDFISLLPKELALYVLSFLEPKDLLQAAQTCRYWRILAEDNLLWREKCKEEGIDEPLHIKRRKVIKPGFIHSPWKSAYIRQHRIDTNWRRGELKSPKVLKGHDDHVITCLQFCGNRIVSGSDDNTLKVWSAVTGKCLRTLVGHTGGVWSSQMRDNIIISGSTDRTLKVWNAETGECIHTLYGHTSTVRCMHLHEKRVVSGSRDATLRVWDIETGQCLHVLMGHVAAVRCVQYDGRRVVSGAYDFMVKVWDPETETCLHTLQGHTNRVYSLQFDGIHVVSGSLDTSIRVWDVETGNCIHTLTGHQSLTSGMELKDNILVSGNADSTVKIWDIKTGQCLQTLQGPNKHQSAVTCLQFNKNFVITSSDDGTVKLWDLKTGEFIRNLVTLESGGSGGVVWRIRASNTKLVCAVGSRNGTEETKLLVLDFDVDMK
TEAD-YAP block – TEAD-YAP interaction inhibition; HEK-TIYL cells, TEAD-Gal4/YAP UAS-luciferase luminescence; inhibition, % at 9.12 µM; 640,000 tested, 1.4% active; AID 1259422; in the data active = inhibition above about 32%;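 note: 0% = median of test compound wells and 100% = reference inhibitor wells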
GPR151 ag – human GPR151 activation | PathHunter beta-arrestin GPR151 cells, luminescence | activation, % at 11.2 µM | 650,000 tested, 1% active | AID 1508602; in the data active = activation above about 4.9%;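 note: 0% = median of compound wells and 100% = cells with positive control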
Target sequence (Q8TDV0 whole entry, looked up): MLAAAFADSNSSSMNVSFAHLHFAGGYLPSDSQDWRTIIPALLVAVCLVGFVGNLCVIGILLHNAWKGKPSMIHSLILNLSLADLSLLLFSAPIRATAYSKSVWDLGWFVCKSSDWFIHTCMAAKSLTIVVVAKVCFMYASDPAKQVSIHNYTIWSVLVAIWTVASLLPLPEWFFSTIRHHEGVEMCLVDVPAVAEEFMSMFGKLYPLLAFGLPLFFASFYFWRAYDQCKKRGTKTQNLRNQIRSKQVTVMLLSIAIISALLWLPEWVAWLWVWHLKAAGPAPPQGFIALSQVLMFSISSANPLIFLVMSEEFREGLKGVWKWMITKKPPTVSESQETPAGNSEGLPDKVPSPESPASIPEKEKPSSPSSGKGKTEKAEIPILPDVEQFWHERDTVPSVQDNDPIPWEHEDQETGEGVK
* hit, by the source's call.

SMILES	MITF primary	FBW7 activator	TEAD-YAP block	GPR151 ag
COc1ccc(C2=NN(C(C)=O)C(c3ccc(OC)cc3)C2)cc1 (centres undefined)	7.4	0.1	-66.5	-3.3
Cc1ccc(NC(=O)COc2ccccc2C#N)cc1S(=O)(=O)N1CCCCCC1	9.4	0.0	-14.5	1.3
Cc1ccc(Cn2c(=O)n(Cc3cccs3)c(=O)c3cccnc32)cc1	-6.7	-0.2	-12.1	0.2
CC(Cc1cnccn1)NC(=O)c1ccc(OC2CCN(Cc3ccccn3)CC2)cc1 (centres undefined)	2.1	-0.1	-7.7	-1.0
CCOC(=O)c1cccc(N2C(=O)Nc3ccccc3N2O)c1	15.0	-0.2	-3.3	-0.2
Cc1cc(/C=C2/C(=N)N3C(=NC2=O)SN=C3S(C)(=O)=O)c(C)n1-c1ccccc1	-6.3	-0.2	-9.0	0.1
CC(C)(C)C(=O)Nc1ccc(C(=O)Nc2cccc(C(=O)O)c2)cc1	-26.8	0.0	26.0	-6.1
CCOC(=O)C1=C(C)N=c2s/c(=C\c3ccc(N(C)C)cc3)c(=O)n2C1c1ccc(N(C)C)cc1 (centres undefined)	-1.2	-0.2	1.4	-1.1
Cc1ccc(-n2cc(/C=C3/C(=O)NC(=O)N(C4CCCCC4)C3=O)cn2)cc1	2.4	-0.2	-7.6	4.9
COc1cccc(-c2noc(C3CCCN(C(=O)c4ccc(Br)cc4)C3)n2)c1 (centres undefined)	-10.5	-0.3	7.2	1.3
CC(c1nc2ccccc2[nH]1)N1CCCCC1 (centres undefined)	-5.9	-0.1	-10.7	-0.3
CC(=O)C1=C(O)C(=O)N(CCNCCO)C1c1ccc(C)cc1 (centres undefined)	-10.4	0.2	1.6	0.7
Cc1cc(C)n(-c2ccc(Cl)c(C(=O)OCC(=O)Nc3cc(C)on3)n2)n1	18.5	0.0	2.2	-1.0
COc1ccc(CCNC(=O)c2ccc3c(=O)n(CCCN4CCCC4=O)c(=S)[nH]c3c2)cc1OC	-6.0	-0.1	0.4	1.0
N/C(=N\OC(=O)c1ccccc1I)c1ccc(Cl)cc1	7.7	0.5	-39.0	-1.2
CCCCCn1c(N2CCN(c3ccccc3)CC2)nc2c1c(=O)[nH]c(=O)n2C	17.6	0.7	0.1	0.4
COc1cc(OC)cc(-c2nc3ccccc3c(=O)n2NC(=O)c2ccc(OC)c(OC)c2)c1	11.4	0.1	2.4	-0.5
O=C(N/N=C/c1c2ccccc2cc2ccccc12)C(O)c1ccccc1 (centres undefined)	9.0	0.3	4.2	0.7
CCN(CC)C(=O)C(=O)/C(C(=Nc1ccccc1)C(=O)OC)=C(/O)c1ccccc1	2.8	0.1	-54.0	0.0
Cc1nc2ccc(Cl)cc2c2c(NC=O)c3ccccc3n12	16.7	0.2	12.0	-1.8

3 entries out of the list, sorted by heavy-atom count, largest number first:
SMILES	MITF primary	FBW7 activator	TEAD-YAP block	GPR151 ag
Cc1cc(/C=C2/C(=N)N3C(=NC2=O)SN=C3S(C)(=O)=O)c(C)n1-c1ccccc1	-6.3	-0.2	-9.0	0.1
COc1cccc(-c2noc(C3CCCN(C(=O)c4ccc(Br)cc4)C3)n2)c1 (centres undefined)	-10.5	-0.3	7.2	1.3
Cc1cc(C)n(-c2ccc(Cl)c(C(=O)OCC(=O)Nc3cc(C)on3)n2)n1	18.5	0.0	2.2	-1.0

Carrying on:
SMILES	MITF primary	FBW7 activator	TEAD-YAP block	GPR151 ag
COc1ccccc1N1CCN(C(=O)c2cnn3c(C)c(Cc4ccccc4Cl)c(C)nc23)CC1	4.8	0.1	5.9	-0.8
O=c1c2cccnc2n(Cc2ccccc2Cl)c(=O)n1Cc1ccc2c(c1)OCO2	-0.1	0.6	-1.6	-2.4
CCCN(CCC)CCCNC(=O)c1cnc(N2CCN(c3ncccn3)CC2)c2ccccc12	-5.6	0.0	-1.6	-0.1
COc1ccc(S(=O)(=O)NCc2ccccc2OC)cc1Br	9.7	0.2	7.3	-1.0
O=C(NCc1ccc(F)cc1)C1CCCN(C(=O)Nc2ccccc2)C1 (centres undefined)	4.3	-0.1	2.9	-0.6
CCOC(=O)C1(Cc2cccc(OC)c2)CCN(Cc2cnc(N)nc2)CC1	3.2	0.3	12.5	0.2
CCn1c(N)c(C(=O)NC(C)c2ccccc2)sc1=S (centres undefined)	0.0	-0.2	-13.8	-0.1
Cn1c(SCC(=O)Nc2nn(-c3ccccc3)nc2C(N)=O)nc2c1c(=O)n(Cc1ccccc1Cl)c(=O)n2C	8.3	-0.1	1.9	0.8
CC1C(C#N)=C(N)OC2=C1C(=O)CC(c1ccccc1)C2 (centres undefined)	37.9	-0.1	-6.3	0.3
O=C(CN1CCOc2ccccc21)N1CCN(c2cccc(Cl)c2)CC1	-4.3	-0.2	-7.8	-0.4
NNC(=O)C1(c2ccccc2)CCCC1	-6.5	0.0	12.0	-0.4
COc1cccc(CNC(=O)c2cc3ccc(-c4cn[nH]c4C)cc3[nH]2)c1	20.6	0.8	1.5	-0.1
O=C(Oc1cccc2ccccc12)N1CCN2C(=O)[C@@H]3C[C@@H](O)CN3C(=O)[C@H]2C1	-1.4	-0.1	-3.5	0.5
Cn1c(=O)n(C)c2cc(/C=N/NC(=O)c3ccncc3)ccc21	14.0	0.1	1.0	2.0
O=C(NCCc1cccs1)c1c[nH]c2cc(-c3cn[nH]c3)ccc12	-6.8	-0.4	-2.9	0.5
CCOc1ccccc1N1CCN(Cc2cc(-c3ncccn3)ccc2O)CC1	-4.6	0.0	-5.3	0.7
O/N=C(\Cc1nc2ccccc2s1)c1ccccc1	-1.2	0.1	-19.0	0.7
CCC(C)(C)C1CCc2oc3c(cc(NS(=O)(=O)c4ccc(C)cc4C)c4ccccc43)c2C1 (centres undefined)	-19.0	0.1	2.8	-0.4
O=C(CN(C(=O)CCC(=O)Nc1nccs1)c1ccccc1F)NCc1ccccc1	5.0	-0.2	2.0	-0.3
COc1ccc(CN2CCc3nnc(CCNC(=O)c4ccoc4)n3CC2)cc1	16.1	0.2	-4.4	-0.1
CC(=O)c1cccc(-c2nccc(Nc3ccccc3)n2)c1	15.5	0.0	-51.4	0.6
CC(C)(C)c1ccc(NC(=O)CO/N=C(\N)c2ccccc2)cc1	-1.5	0.0	-2.6	0.7
Cc1ccc2c(c1)N(CC(=O)c1ccccc1)C(=O)C(C)O2 (centres undefined)	28.8	0.2	-11.4	-1.3
COC(=O)CC1=C(C(=O)OC)C(c2ccc(OC)c(OC)c2)C(C#N)=C(N)O1 (centres undefined)	6.1	0.1	3.2	0.7
COc1cc(/C=N/Nc2nn[nH]n2)cc(OC)c1OC	-4.5	-0.2	-10.9	0.8
COc1ccc(C)cc1S(=O)(=O)N1CCN(c2ccc(-c3ccncc3)nn2)CC1	7.7	0.3	0.8	-2.4
COc1cc2c(cc1OC)C(Nc1ccc(F)c(F)c1)=NC(C)(C)C2	-2.1	0.4	-14.0	-0.7
Cc1ccc(Cl)cc1NC(=O)CC(NCc1ccccn1)C(=O)O (centres undefined)	101.4*	-0.3	-2.3	-0.5
N#Cc1cccc(NC(=O)CN2C(=O)c3cccc(N)c3C2=O)c1	-0.4	0.6	13.6	1.0
C=CCNC(=O)Cn1c(CO)cnc1SCc1c(F)cccc1Cl	19.7	0.2	6.9	-1.4
CC(=O)O[C@@H]1[C@@H](O)CN[C@@H]1Cc1ccccc1	-1.7	-0.1	101.2*	-2.5
COc1ccc2cc(/C=N/NC(N)=O)c(Cl)nc2c1	-6.3	0.1	-11.2	0.4
CCCOc1cccc(C(=O)Nc2nc3ccc(OC)cc3s2)c1	-4.6	0.0	-15.5	0.3
CSc1nc(N)nc(SC/C=C/c2ccccc2)c1C#N	8.1	0.1	-4.5	-0.3
CCCCC(=O)Nc1ccc(S(=O)(=O)Nc2cc(C)on2)cc1	0.6	-0.1	2.0	-1.6
CCCCC(C(=O)Nc1ccc(Oc2ccccc2C)cc1)N1C(=O)c2ccccc2C1=O (centres undefined)	1.1	-0.2	-2.9	-0.3
CCOC(=O)N1CCC(Nc2c(Nc3cccc(OC)c3)c(=O)c2=O)CC1	2.7	-0.1	4.2	0.3
CCOC(=O)N1CCc2c(sc(NC(=O)c3cccc(F)c3)c2C(=O)Nc2ccc(OC)cc2)C1	11.2	0.0	5.0	-0.2
O=C(NCc1ccc(Cl)cc1)C1CCC(CNc2c(N3CCCC3)c(=O)c2=O)CC1 (centres undefined)	-11.9	-0.1	-0.9	-0.5
Cc1ccc(C)c(N(CC(=O)NC(C)(C)C)C(=O)CCC(=O)Nc2ccccn2)c1	-10.0	0.1	3.0	-1.2

Among those listed so far, these have a thiophene ring, fused or not:
SMILES	MITF primary	FBW7 activator	TEAD-YAP block	GPR151 ag
Cc1ccc(Cn2c(=O)n(Cc3cccs3)c(=O)c3cccnc32)cc1	-6.7	-0.2	-12.1	0.2
O=C(NCCc1cccs1)c1c[nH]c2cc(-c3cn[nH]c3)ccc12	-6.8	-0.4	-2.9	0.5
CCOC(=O)N1CCc2c(sc(NC(=O)c3cccc(F)c3)c2C(=O)Nc2ccc(OC)cc2)C1	11.2	0.0	5.0	-0.2

By substructure: the entries above containing a COOH group (2)
SMILES	MITF primary	FBW7 activator	TEAD-YAP block	GPR151 ag
CC(C)(C)C(=O)Nc1ccc(C(=O)Nc2cccc(C(=O)O)c2)cc1	-26.8	0.0	26.0	-6.1
Cc1ccc(Cl)cc1NC(=O)CC(NCc1ccccn1)C(=O)O (centres undefined)	101.4*	-0.3	-2.3	-0.5

(cont.)
SMILES	MITF primary	FBW7 activator	TEAD-YAP block	GPR151 ag
CC(=O)c1cccc(-c2nc(NCc3cccnc3)c3ncn(CCN4CCCC4=O)c3n2)c1	18.1	-0.1	-4.0	0.2
CS(=O)(=O)c1sc2nc(-c3cccs3)cc(-c3ccccc3)c2c1N	20.8	0.1	6.5	0.0
CSC1=C(C#N)C(c2ccc(C)o2)CC(=O)N1 (centres undefined)	7.5	0.0	0.3	-0.4
O=C(CN1C(=O)N/C(=C\c2ccc(N3CCCC3)cc2)C1=O)Nc1ccc(Cl)cc1	7.3	-0.1	-17.0	-0.1
O=C(c1ccc(Cl)cc1)n1cnc2ccccc21	-9.1	0.0	-3.2	-1.8
CC(CNC(=O)C(C)(C)C)NC(=O)C(C)(C)C (centres undefined)	-8.2	-0.1	2.6	0.1
Cc1ccc(OCc2nnc(SCC(=O)N3CCc4ccccc43)n2C)cc1	-24.8	-0.1	-5.0	-0.3
CCN(CC)C(=O)[C@@H]1C[C@@H](NC(C)C)CN1Cc1ccccc1	8.1	-0.1	5.6	1.9
CC(=O)Nc1ccc2nc(NC(=O)COc3ccc(Br)cc3)sc2c1	5.4	-0.1	6.9	-0.6
CCOC(=O)c1sc(NC(=O)C(C)Sc2nnc(CNC(=O)c3ccccc3F)n2Cc2ccccc2)c(C(=O)OCC)c1C (centres undefined)	-6.8	-0.2	-3.2	0.0
NNC(=O)c1cc(-c2ccc3c4c(cccc24)CC3)n[nH]1	-3.0	-0.1	-45.3	0.0
CSCCC(NC(=O)COc1ccccc1)C(=O)Nc1ccc(C)cc1 (centres undefined)	4.0	-0.1	2.7	1.8
COc1ccc(COCC(O)CNC2CC(C)(C)NC(C)(C)C2)cc1OC (centres undefined)	19.2	0.0	2.0	4.6
COc1ccc2nc(N(Cc3cccnc3)C(=O)COc3ccccc3)sc2c1	4.3	0.2	-23.4	-1.4
CCOc1ccccc1NC(=O)Nc1ccc2c(c1)N(S(=O)(=O)c1ccccc1)CCC2	-6.9	0.3	-1.3	2.5
Cc1c(C)c2ccc(OCC(=O)O)c(C)c2oc1=O	8.3	0.2	1.9	0.4
CCOC(=O)c1c(NC(=O)Oc2ccccc2)sc2c1CCC(C)C2 (centres undefined)	-4.0	-0.1	-4.5	-2.1
CCc1cc2cc(C)c(C)cc2nc1SCC(N)=O	11.0	-0.1	-4.7	0.0
O=C(NCC1(c2cccs2)CCOCC1)c1ccc2ccccc2c1	8.1	0.0	-1.3	1.5
COc1cc(N)c(Cl)cc1C(=O)OCC(=O)NCC1CCCO1 (centres undefined)	2.6	-0.1	-2.0	1.0
O=C1CCCN1CCn1cnc2c(NCCc3ccc(O)cc3)nc(N3CCC(N4CCOCC4)CC3)nc21	-5.5	-0.2	8.8	0.6
CC(=O)c1ccc(C(=O)NCC2Cc3cc(-c4ccccn4)cc(F)c3O2)s1 (centres undefined)	-33.8	0.0	-6.1	0.7
CCOc1ccc(NC(=O)NC(=O)C2CCN(CCc3cccc(O)c3)CC2)cc1	-23.9	-0.2	12.4	-0.9
O=C(CNC(=O)Cn1cnc2ccccc2c1=O)NCCN1CCOCC1	8.7	0.1	9.5	-0.5
CC(C)(C)c1csc(N(CCC#N)CCC#N)n1	4.1	0.2	2.9	-0.2
Cc1c(Cc2ccccc2)sc(NC(=O)c2ccc(F)cc2)c1C(N)=O	1.7	0.7	7.9	0.9
C/C(=C\c1ccccc1)C(=O)Nc1cc(C)on1	19.6	-0.1	-33.7	0.6
O=C(CSc1nnc(Nc2ccccc2F)s1)c1ccccc1	2.1	0.0	-54.4	3.0
COc1ccc(-c2cc(C(F)(F)F)n3ncc(C(=O)N4CCc5ccccc5C4)c3n2)cc1	4.9	0.1	8.5	0.0
NC(=O)COc1cccc(-c2nc3ccccc3s2)c1	-22.4	0.1	-78.5	-1.8
CCC(=O)NC(=S)Nc1cc(C(=O)O)ccc1OC	-2.2	0.5	1.7	-0.3
N#Cc1ccccc1Oc1ccc(S(=O)(=O)N2CCCC2)cc1[N+](=O)[O-]	1.5	0.0	-8.5	1.0
O=C(Nc1nc(-c2ccc(Br)cc2)cs1)c1cc2cc([N+](=O)[O-])ccc2s1	5.5	0.0	2.0	-0.5
Cc1ccc(S(=O)(=O)N(C)C)cc1[N+](=O)[O-]	11.3	1.2	1.4	0.1
